# Bioassay records: PubChem BioAssay, National Center for Advancing Translational Sciences (NCATS)
# RXFP1 antag: qHTS Assay for Antagonists of the Relaxin Receptor RXFP1; HEK293-RXFP1, relaxin-stimulated cAMP HTRF, 30 min; stronger effect = lower value; hit rate 0.59% among 350,000; activity change, negative = inhibition, % at 57.5 µM; AID 1259400, 2018; Relaxin receptor 1 (Homo sapiens), Q9HBX9;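 active = activity change of -60% or lower, but not beyond a set lower limit; inconclusive = change between -60% and -40%, or beyond the set limit; inactive = change above -40%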
# Target sequence (Q9HBX9 whole entry, looked up): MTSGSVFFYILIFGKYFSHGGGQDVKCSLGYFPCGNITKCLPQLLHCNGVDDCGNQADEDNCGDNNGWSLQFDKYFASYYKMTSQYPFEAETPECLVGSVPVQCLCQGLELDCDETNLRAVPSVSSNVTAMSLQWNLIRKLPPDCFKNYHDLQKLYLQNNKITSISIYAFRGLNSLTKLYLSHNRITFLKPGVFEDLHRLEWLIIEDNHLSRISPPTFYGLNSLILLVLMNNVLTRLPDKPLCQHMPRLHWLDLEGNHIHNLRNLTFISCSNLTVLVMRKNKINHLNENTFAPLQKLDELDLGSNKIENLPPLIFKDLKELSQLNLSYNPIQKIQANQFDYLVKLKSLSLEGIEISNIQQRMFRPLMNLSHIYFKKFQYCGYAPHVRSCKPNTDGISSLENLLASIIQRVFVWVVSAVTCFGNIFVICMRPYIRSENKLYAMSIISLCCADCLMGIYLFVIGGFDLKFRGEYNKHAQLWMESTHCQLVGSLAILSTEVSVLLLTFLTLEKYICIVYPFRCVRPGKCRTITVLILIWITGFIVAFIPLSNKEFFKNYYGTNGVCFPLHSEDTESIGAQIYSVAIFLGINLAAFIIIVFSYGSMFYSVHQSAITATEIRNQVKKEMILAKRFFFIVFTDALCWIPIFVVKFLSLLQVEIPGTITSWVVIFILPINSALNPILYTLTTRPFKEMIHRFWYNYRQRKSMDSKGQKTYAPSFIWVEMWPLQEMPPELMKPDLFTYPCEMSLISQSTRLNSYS
# * marks the source's active call; other numbers are inactive results; ? = inconclusive. % is scaled to controls: 0 for no effect and ±100 for the full control effect. Not all compounds are listed (hit frequency here may not be typical).
SMILES,RXFP1 antag
Cc1ccc(NC(=O)COC(=O)Cn2nc(-c3ccc(F)cc3)oc2=O)cc1C,-11
CCCCCC(=O)N1C[C@H](O)[C@@H](n2cc(COC(=O)c3ccccc3)nn2)C[C@@H]1c1ccc(C)cc1,8
Cc1cc(C)c(NC(=O)CSc2cccc[n+]2[O-])c(C)c1,-10
COc1ccc(S(=O)(=O)N(C)C[C@@H]2OCCCC[C@@H](C)Oc3ccc(NS(=O)(=O)c4cccs4)cc3C(=O)N([C@H](C)CO)C[C@@H]2C)cc1,13
Cc1cc(S(=O)(=O)c2ccc(Cl)cc2)nc(S(=O)(=O)c2ccc(Cl)cc2)c1C#N,-10
Cc1cc(C)n2nc(-c3ccc(F)cc3)cc2n1,0
Cc1ccn2c(C(C)O)nnc2c1 (configuration not stated),-3
COc1cc(OC)cc(C(=O)Nc2ccc(C(=O)Nc3ccccc3OC)cc2)c1,-27
Cc1cc(C)c2c(=O)n3c(nc2c1)C(Cc1ccc(O)cc1)NC(=O)c1cc2ccccc2cc1-3 (configuration not stated),-14
COc1ccc(C(=O)C(C)OC(=O)CNC(=O)C2CCCCC2)cc1 (configuration not stated),-6
CCOc1ccc2nc(NC(=O)c3ccc(C)o3)sc2c1,-14
CN(N=Cc1cccc2cccnc12)c1ccc([N+](=O)[O-])cc1[N+](=O)[O-],-2
C[C@H](CO)N1C[C@H](C)[C@@H](CN(C)Cc2cccc(C(=O)O)c2)Oc2cc(Br)ccc2S1(=O)=O,1
COc1cc(/C=C/C(=O)O)cc(S(=O)(=O)NNC(=O)c2ccc3c(c2)OCO3)c1OC,-17
O=C(O)C1=CC2C=C(Cl)C=CC2OC1=O (configuration not stated),5
CC(C)CN(C(=O)COC(=O)CCSc1ccc(Cl)cc1)c1c(N)n(Cc2ccccc2)c(=O)[nH]c1=O,2
COc1ccc(CNC(=O)COC(=O)c2cc3ccccc3cc2O)cc1OC,-7
COc1cccc(-c2cc(N3CCN(C(=O)c4ccoc4)CC3)n3nc(-c4cccc(Cl)c4)cc3n2)c1,1
CCN(C(=O)COC(=O)c1ccc(Cl)c(S(=O)(=O)N2CCCCC2)c1)C1CCS(=O)(=O)C1 (configuration not stated),-40
Nc1nc(-c2ccccc2)nc(-c2ccccc2O)n1,-6
CC(CN1CC(=O)NC(=O)C1)N1CC(=O)NC(=O)C1 (configuration not stated),-10
CC(C)CCN1C(=O)c2cccc3c(N)ccc(c23)C1=O,-7
O=C(CSc1ccccc1F)NC(=O)c1ccc(Cl)cc1,-20
COc1ccc(S(=O)(=O)N2CCOCC2)cc1NC(=O)CSc1ncccn1,2
Cc1ccc(S(=O)(=O)N(C)CC(=O)NNC(=O)Cc2ccccc2F)cc1,-3

# Further entries follow.
SMILES,RXFP1 antag
FC(F)(F)C(F)(F)C(F)(F)C(F)(F)C(F)(F)C(F)(F)C(F)(F)C(F)(F)Br,9
Cc1c(-c2ccc(OCCN3CCOCC3)cc2)c(=O)oc2ccc3ccccc3c12,2
C[C@]12CCC[C@H](O1)c1c(cc3c(c1O)C(=O)c1c(O)cc(O)cc1C3=O)O2,8
CCOC(=O)N1CCN(C(=S)NC(=O)c2cccc(OC)c2)CC1,-11
Cc1cc(C(=O)NN=C2CC(=O)CC(C)(C)C2)c(C)o1,-3
CC12CCC(CC1O)C2C(=O)O (configuration not stated),12
CC1CCCCC1NC(=O)CCS(=O)(=O)c1ccc(Cl)cc1 (configuration not stated),-16
Cc1cc(NC(=O)COC(=O)c2ccccc2Cl)no1,8
Nc1ccc(C(=O)OCC(=O)Nc2cccc(S(=O)(=O)NC3=NCCCCC3)c2)cc1[N+](=O)[O-],-14
O=C(CN1C(=O)NC(c2ccccc2)(c2ccccc2)C1=O)Nc1ccc(N2CCOCC2)cc1,-8
Cc1cccc(N2CCN(CC(O)COc3ccc4ccccc4c3)CC2)c1 (configuration not stated),-24
COc1cc2ccc(C(C)=O)cc2cc1OC,14
COC(=O)c1cc(OCC(=O)Nc2ccc3c(c2)CCC3)cc(C(=O)OC)c1,-13
O=[N+]([O-])c1cc(F)cc(F)c1Nc1cc(F)cc(F)c1,5
C[C@@H]1CN([C@@H](C)CO)S(=O)(=O)c2ccc(Br)cc2O[C@H]1CN(C)C(=O)C1CCC1,5
CN1CCN(CCNC(=O)c2ccc(CS(=O)c3ccc(Br)cc3)o2)CC1 (configuration not stated),-5
COc1ccc(CN2C(=O)C(CC(=O)NCCCN(C)C)CC(C(=O)N(C)C)=C2C)cc1 (configuration not stated),-12
O=C(COC(=O)c1ccc(OC(F)(F)F)cc1)Nc1ncccn1,3
COc1ccc(Br)cc1CN(C)C(=O)C1CC(=O)N(C2CCCC2)C1 (configuration not stated),-10
Cc1c(C(=O)Nc2ccccc2)cnn1-c1ccccc1,-3
COc1ccc(CCNC(=O)COC(=O)c2cnc(Cl)c(Cl)c2)cc1,-39
Cc1cccc(C(=O)NCC(=O)N(C)Cc2nc3ccccc3c(=O)[nH]2)c1,-3
CC(C)[C@H](NC(=O)c1ccc(Cl)cc1)C(=O)OCC(=O)N1CCN(c2ccccc2)CC1,-10
CN1Cc2cc(C(=O)N3CCC(C4CCNCC4)CC3)ccc2N[C@@H](CC(=O)O)C1=O,-13
C[C@@H]1CN([C@H](C)CO)C(=O)c2c(c3ccccc3n2C)-c2ccccc2CO[C@H]1CN(C)C(=O)NC1CCCCC1,3

# An excerpt from above in order of length of the SMILES, ascending:
SMILES,RXFP1 antag
Cc1ccn2c(C(C)O)nnc2c1 (configuration not stated),-3
Cc1cccc(N2CCN(CC(O)COc3ccc4ccccc4c3)CC2)c1 (configuration not stated),-24
COc1ccc(S(=O)(=O)N2CCOCC2)cc1NC(=O)CSc1ncccn1,2

# (continued)
SMILES,RXFP1 antag
Fc1ccc2c(c1)Sc1ccc(Cl)cc1CC2N1CCN(CCC2OCCO2)CC1 (configuration not stated),-62*
CCOc1ccc(NC(=O)CN(C)C(=O)c2c(C)nn(Cc3ccccc3Cl)c2C)cc1OCC,3
CCOC(=O)c1c(NC(=O)CSc2nnc(-c3ccc(Cl)cc3)o2)sc2c1CCC2,-13
Cc1noc(C)c1C(=O)OCC(=O)Nc1ncc(Cl)c(C)c1Cl,1
Cc1cc(C)nc(SCCN2CCCCC2)n1,-14
OCCN1CCN(CCCN2c3ccccc3CCc3ccccc32)CC1,-5
CCOC(=O)c1c2c(n(C)c1C)C(=O)C(=O)c1ccc(Br)cc1-2,0
O=C(O)c1cc2ccc(O)cc2oc1=O,9
COc1cc(OC)cc(C(=O)N[C@H](C(=O)OCC(=O)N2CCN(S(=O)(=O)c3ccc(C)cc3)CC2)C(C)C)c1,-8
O=S(CC(O)c1ccccc1)c1ccccc1 (configuration not stated),-3
O=C(OCC(=O)N1CCC(Cc2ccccc2)CC1)c1cc(Br)ccc1O,0
Cc1ccc(Cl)c(OCC(O)CNC(C)(C)C)c1 (configuration not stated),-4
Cc1ccc(C(=O)C=Cc2ccc3c(c2)OCO3)c(C)c1,-10
O=C(CN1C(=O)NC2(CCCCCCC2)C1=O)Nc1ccc(OC(F)F)cc1,-4
C=CCn1c(SCC(=O)Nc2ccc(C(=O)O)cc2)nc2scc(-c3ccccc3)c2c1=O,3
CCOC(=O)C1=C(C)OC(=Cc2ccc(OC)cc2)C1=O,-7
COc1ccccc1CNCC(=O)Nc1cc(S(=O)(=O)N2CCCCC2)ccc1C,-6
CC(C)(C)C(=O)Nc1cc(NC(=O)C(C)(C)C)cc(C(=O)Nc2c[nH]c(=O)[nH]c2=O)c1,11
CC(C)CN1CC(C)C(=O)NC1=S (configuration not stated),-8
CC(NC(=O)COC(=O)c1ccccc1O)c1ccccc1 (configuration not stated),11
C/C=C/c1ccc(OCC(=O)NNC(=O)CN(C)S(=O)(=O)c2ccc(C)cc2)c(OC)c1,1
Clc1ccc(-c2nnc(-c3cccc4ccccc34)o2)cc1,2
O=C(Nc1ccccc1)[C@@H]1CCCN1S(=O)(=O)c1ccc(Cl)cc1,-2
O=C(O)c1ccc(C=NNC(=O)c2ccccc2NS(=O)(=O)c2cccs2)cc1,6
COC(=O)c1cc(S(N)(=O)=O)ccc1OC,-12

# Remaining list, next part.
SMILES,RXFP1 antag
CCc1cc(-c2nnn(CCC3COCCO3)c2C(C)(C)O)ccc1-c1cn(CCc2c[nH]c3ccccc23)nn1 (configuration not stated),10
O=C(O)/C=C(/c1ccccc1)C(F)(F)F,8
O=C(O)C(Cc1ccccc1N(CCO)CCO)N1C(=O)c2ccccc2C1=O (configuration not stated),-15
O=C(c1cn(-c2ccccc2)nc1-c1ccncc1)n1nnc2ccccc21,2
COc1ccc(S(=O)(=O)N2C[C@H]3CON(C)[C@H]3C[C@H]2c2ccc(-c3cc4ccccc4o3)cc2)cc1,7
CC(C)N1CCN(S(=O)(=O)c2ccccc2)c2ccccc21,-14
COc1cc(/C=C/C(=O)O)cc(S(=O)(=O)Nc2cc(C(F)(F)F)ccc2N2CCOCC2)c1OC,-1
CCN(CC)C1Oc2cc3c(cc2C(c2cccc(OC)c2O)C1C)OCO3 (configuration not stated),-1
C[C@H]1CN([C@@H](C)CO)C(=O)CCCn2cc(nn2)CO[C@@H]1CN(C)S(=O)(=O)c1ccc(Oc2ccccc2)nc1,-5
Cc1ccc(S(=O)(=O)N2CCCCC2)cc1NC(=O)c1ccccc1Cl,10
c1ccc2c(c1)CC(N1CCCCC1)c1ccccc1S2 (configuration not stated),-26
COc1ccc(/C=C2/CCCc3ccccc3C2=O)cc1,-7
O=C(CS(=O)(=O)c1ccc(Cl)cc1)N1CCN(c2ccccc2)CC1,3
Cc1cccc(C(=O)NNC(=O)c2ccco2)c1O,6
O=C1CCCN1CC(O)CS(=O)(=O)Cc1ccc(Cl)cc1 (configuration not stated),4
COC(=O)c1ccccc1NC(=O)CC(NCc1ccccc1)C(=O)O (configuration not stated),1
CC(C)CN(C(=O)CCNC(=O)c1ccc(Cl)cc1)C1CCS(=O)(=O)C1 (configuration not stated),3
O=c1ccn(C2CCCO2)c(=O)[nH]1 (configuration not stated),5
CCCCCC(=O)N1C[C@@H](n2cc(COC(=O)c3ccccc3)nn2)[C@H](O)C[C@@H]1c1ccc(Cl)cc1,-14
CC(C)NC1(C(N)=O)CCN(Cc2ccccc2)CC1,6
C[C@@H]1ON(C)[C@H]2C[C@H]3c4[nH]c5ccccc5c4CCN3C[C@@H]12,-10
CN1C(=O)[C@H]2[C@@H](c3ccc(C(F)(F)F)cc3)N[C@]3(CCCN(Cc4ccc(C(F)(F)F)cc4)C3=O)[C@H]2C1=O,4
CCNc1ccc(S(=O)(=O)N2CCOCC2)cc1NCC(=O)Nc1cccc(Br)c1,6
N#CC1c2ccccc2C=CN1C(=O)N(c1ccccc1)c1ccccc1 (configuration not stated),-94*
NC(=O)C1=C(c2ccccc2)c2ccccc2C1=O,?

# A portion from the list above, for reference:
SMILES,RXFP1 antag
Cc1ccc(NC(=O)COC(=O)Cn2nc(-c3ccc(F)cc3)oc2=O)cc1C,-11
CCCCCC(=O)N1C[C@H](O)[C@@H](n2cc(COC(=O)c3ccccc3)nn2)C[C@@H]1c1ccc(C)cc1,8

# Remaining list, next part.
SMILES,RXFP1 antag
COC(=O)c1ccc(NC(=O)CSc2nnc(-c3ccccc3Br)n2-c2ccccc2)cc1,3
CC(=O)Nc1ccc(Cl)cc1-c1ccccc1,-9
O=C1NC(=S)NC1=Cc1ccc(O)cc1,-28
CCCCCCNC(=O)O[C@H]1C[C@H](C(=O)OC)[C@H](C(=O)OC)C2CN(S(=O)(=O)c3ccc(C)cc3)C[C@@]21O (some centres not stated),9
O=C(NN=Cc1ccc2c(c1)CCC2)c1ccccc1[N+](=O)[O-],-1
O=C(NC(=S)N1CC=CCC1)c1ccccc1,3
COc1cccc2c1C(=O)c1c(O)c3c(c(O)c1C2=O)CC(O)(C(=O)CO)CC3OC1CC(N(C)C)C(O)C(C)O1 (configuration not stated),-5
O=C1c2[nH]c(=O)[nH]c(=O)c2CN1Cc1ccccc1,-20
COc1ccc(C(=O)NCC(c2ccco2)N2CCOCC2)cc1 (configuration not stated),2
CC(C)n1c(CNC(=O)c2ccccc2F)nnc1SCC(=O)NC1CCCCC1,-12
COc1cc(-c2cc(C(=O)Nc3cc(S(=O)(=O)N4CCOCC4)ccc3O)c3ccccc3n2)cc(OC)c1OC,-7
O=[N+]([O-])c1ccc(NN=C2CCCCC2)c([N+](=O)[O-])c1,-6
COc1ccc(CNC(=O)CN(c2ccccc2OC)S(=O)(=O)c2cccs2)cc1,-5
C[C@H]1NS(=O)(=O)c2cc(Cl)ccc2O[C@@H]1c1ccccc1,2
O=c1[nH]c(=O)c2[nH]c(=S)[nH]c2[nH]1,-13
O=C(CSC(=O)c1ccccc1)Nc1ccccc1F,3
COc1ccccc1NC(=O)c1sc2nc(C)cc(C)c2c1N,3
C[C@H]1CN([C@@H](C)CO)C(=O)c2cc(-c3cccc(F)c3)cnc2O[C@H]1CN(C)C(=O)c1cnccn1,4
COCOCCn1cc(CN2CCS(=O)(=O)N(Cc3ccc(-c4cccc(N(C)C)c4)cc3)C(C(C)C)C2=O)nn1 (configuration not stated),-1
CCOc1ncccc1C(=O)Nc1cc(S(=O)(=O)N2CCOCC2)ccc1OCC(F)(F)F,2
O=C(COC(=O)c1cccc(S(=O)(=O)N2CCOCC2)c1)NCc1ccc2c(c1)OCO2,-7
CC(=O)N1c2cc3ccccc3cc2N(C(C)=O)c2cc3ccccc3cc21,14
COCOCCn1cc(CN2CCS(=O)(=O)N(Cc3ccc(-c4ccncc4)cc3)C(C)C2=O)nn1 (configuration not stated),6

# Ordered by the number under RXFP1 antag (largest number first): 6 from the list above
SMILES,RXFP1 antag
CC(=O)N1c2cc3ccccc3cc2N(C(C)=O)c2cc3ccccc3cc21,14
C[C@H]1NS(=O)(=O)c2cc(Cl)ccc2O[C@@H]1c1ccccc1,2
COCOCCn1cc(CN2CCS(=O)(=O)N(Cc3ccc(-c4cccc(N(C)C)c4)cc3)C(C(C)C)C2=O)nn1 (configuration not stated),-1
COc1ccc(CNC(=O)CN(c2ccccc2OC)S(=O)(=O)c2cccs2)cc1,-5
CC(=O)Nc1ccc(Cl)cc1-c1ccccc1,-9
CC(C)n1c(CNC(=O)c2ccccc2F)nnc1SCC(=O)NC1CCCCC1,-12
